Assay outcomes: PubChem, University of Kansas High Throughput Screening Laboratory
Pf apPOL inh – Pf-apPOL inhibitors, biochemical, fluorescence | inhibition, % at 10 µM | 0.25% of 210,000 active | Recombinant Pf-apPOL, molecular beacon fluorescence, 1.5 h | Plasmodium falciparum apicoplast DNA polymerase (apPOL)
mHTT CaM bind – mutant huntingtin-calmodulin interaction inhibitors – biochemical, AlphaScreen, primary screen. P42858. inhibition, % at 15 µM. AlphaScreen His-mHTT/GST-CaM binding, luminescence. 3.6% of 190,000 active. AID 1671202, 2021;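 also: 0% = both proteins with DMSO and 100% = one protein alone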
Target sequence (P42858 whole entry, looked up, stated change not applied): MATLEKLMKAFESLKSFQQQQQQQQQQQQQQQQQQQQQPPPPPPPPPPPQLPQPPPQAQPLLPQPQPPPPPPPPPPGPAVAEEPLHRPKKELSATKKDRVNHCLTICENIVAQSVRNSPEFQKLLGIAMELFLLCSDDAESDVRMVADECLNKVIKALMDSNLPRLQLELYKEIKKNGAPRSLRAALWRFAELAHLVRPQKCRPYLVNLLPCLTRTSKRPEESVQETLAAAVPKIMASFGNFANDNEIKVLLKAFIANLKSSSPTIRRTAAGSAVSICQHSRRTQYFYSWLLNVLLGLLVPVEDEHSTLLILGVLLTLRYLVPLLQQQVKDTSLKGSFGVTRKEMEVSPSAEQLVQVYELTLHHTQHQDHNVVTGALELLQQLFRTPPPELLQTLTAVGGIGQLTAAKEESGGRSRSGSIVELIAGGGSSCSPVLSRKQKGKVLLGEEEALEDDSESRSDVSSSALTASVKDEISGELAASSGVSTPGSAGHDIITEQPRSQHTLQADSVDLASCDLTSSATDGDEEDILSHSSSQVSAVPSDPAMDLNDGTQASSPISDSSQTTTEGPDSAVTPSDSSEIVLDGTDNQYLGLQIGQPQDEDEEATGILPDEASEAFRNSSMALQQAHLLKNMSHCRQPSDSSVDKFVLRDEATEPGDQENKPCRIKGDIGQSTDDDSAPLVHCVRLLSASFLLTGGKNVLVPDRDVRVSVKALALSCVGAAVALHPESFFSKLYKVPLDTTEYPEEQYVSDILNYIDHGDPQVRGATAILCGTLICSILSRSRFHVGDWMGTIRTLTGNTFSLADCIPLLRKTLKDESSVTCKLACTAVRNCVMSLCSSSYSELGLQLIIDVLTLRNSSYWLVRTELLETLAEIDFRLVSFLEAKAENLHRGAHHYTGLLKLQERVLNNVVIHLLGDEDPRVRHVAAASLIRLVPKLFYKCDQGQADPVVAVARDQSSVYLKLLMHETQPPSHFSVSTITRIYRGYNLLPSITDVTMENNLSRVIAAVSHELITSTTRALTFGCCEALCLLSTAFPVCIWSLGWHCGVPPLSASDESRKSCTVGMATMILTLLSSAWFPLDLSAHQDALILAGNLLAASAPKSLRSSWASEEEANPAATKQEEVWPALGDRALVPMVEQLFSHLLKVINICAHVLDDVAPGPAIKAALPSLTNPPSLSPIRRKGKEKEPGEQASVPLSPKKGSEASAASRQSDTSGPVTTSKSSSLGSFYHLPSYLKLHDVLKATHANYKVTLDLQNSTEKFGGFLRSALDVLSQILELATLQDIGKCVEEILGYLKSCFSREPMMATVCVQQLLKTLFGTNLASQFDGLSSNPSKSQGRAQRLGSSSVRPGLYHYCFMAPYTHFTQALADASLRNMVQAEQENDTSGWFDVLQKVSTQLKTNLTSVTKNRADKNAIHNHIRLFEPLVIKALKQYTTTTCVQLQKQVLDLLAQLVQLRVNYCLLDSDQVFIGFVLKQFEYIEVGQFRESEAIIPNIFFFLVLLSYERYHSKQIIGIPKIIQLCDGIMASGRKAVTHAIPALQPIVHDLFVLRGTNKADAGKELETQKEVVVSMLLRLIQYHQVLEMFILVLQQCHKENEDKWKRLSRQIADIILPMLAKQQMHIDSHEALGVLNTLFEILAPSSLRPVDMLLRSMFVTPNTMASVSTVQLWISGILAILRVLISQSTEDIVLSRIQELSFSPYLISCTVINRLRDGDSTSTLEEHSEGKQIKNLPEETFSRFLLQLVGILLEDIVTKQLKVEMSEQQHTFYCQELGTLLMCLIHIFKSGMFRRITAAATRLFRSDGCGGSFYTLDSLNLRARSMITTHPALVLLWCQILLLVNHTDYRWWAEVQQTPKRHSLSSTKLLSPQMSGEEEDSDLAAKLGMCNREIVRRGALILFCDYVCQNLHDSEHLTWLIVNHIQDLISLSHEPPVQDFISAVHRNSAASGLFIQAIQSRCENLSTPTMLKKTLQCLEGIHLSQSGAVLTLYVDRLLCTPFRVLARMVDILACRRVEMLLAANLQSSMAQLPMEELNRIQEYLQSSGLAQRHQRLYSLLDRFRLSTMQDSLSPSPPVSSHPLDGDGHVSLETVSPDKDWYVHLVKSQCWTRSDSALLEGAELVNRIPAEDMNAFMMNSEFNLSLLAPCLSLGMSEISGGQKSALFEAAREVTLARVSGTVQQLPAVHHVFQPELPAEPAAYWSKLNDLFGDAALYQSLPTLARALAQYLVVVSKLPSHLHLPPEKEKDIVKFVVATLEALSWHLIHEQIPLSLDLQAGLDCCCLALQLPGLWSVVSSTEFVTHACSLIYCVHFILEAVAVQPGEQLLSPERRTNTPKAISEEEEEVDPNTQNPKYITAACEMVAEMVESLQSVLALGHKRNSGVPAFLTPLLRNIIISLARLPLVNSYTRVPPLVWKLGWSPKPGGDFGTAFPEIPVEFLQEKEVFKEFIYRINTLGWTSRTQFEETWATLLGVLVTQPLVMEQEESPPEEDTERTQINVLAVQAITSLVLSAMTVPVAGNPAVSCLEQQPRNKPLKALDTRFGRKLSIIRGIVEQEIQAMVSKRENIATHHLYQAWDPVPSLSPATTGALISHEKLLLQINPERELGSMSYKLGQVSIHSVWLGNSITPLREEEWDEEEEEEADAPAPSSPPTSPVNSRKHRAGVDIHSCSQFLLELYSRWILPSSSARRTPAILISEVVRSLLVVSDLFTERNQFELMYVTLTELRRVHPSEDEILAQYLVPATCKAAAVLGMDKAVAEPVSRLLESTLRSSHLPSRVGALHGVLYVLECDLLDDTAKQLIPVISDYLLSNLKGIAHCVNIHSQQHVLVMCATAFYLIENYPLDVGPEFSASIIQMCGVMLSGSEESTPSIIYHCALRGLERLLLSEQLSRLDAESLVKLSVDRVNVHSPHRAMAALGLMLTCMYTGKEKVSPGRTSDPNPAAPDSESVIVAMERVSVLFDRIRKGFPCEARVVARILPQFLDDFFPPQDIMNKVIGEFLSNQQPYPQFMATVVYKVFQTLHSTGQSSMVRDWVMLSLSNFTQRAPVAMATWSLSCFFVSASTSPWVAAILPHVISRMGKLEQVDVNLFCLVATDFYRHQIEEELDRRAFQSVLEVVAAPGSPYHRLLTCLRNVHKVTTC
* marks the source's active call; other numbers are inactive results; . = no result given; & = joins results of further samples. Rule as the data show it: active = inhibition above about 50%; inactive = the rest. Not all compounds are listed; rates above refer to the full screens.

SMILES	Pf apPOL inh	mHTT CaM bind
COc1ccc(OC(C)C(=O)Nc2cccc(Br)c2)cc1 (stereo not given)	-9	-28
COc1ccc(C2C(=O)N(C3CCCCC3)CC(=O)N2CCc2ccc(C)cc2)cc1OC (stereo not given)	-7	29
Cc1cc(CN2CCOCC2)oc1C(=O)O	-2	-7
COc1ccc2cc(C(N)=O)c(=Nc3cccc(C(F)(F)F)c3)oc2c1	0	-2
O=C1OC(C(=O)NC2CCCCC2)Cc2ccccc21 (stereo not given)	6&3	-6&1
O=C(Cn1c(=O)oc2ccccc21)N1CCN(Cc2ccsc2)CC1	-4	-13
CS(=O)(=O)c1ccc2nc(N)sc2c1	4	.
COc1ccccc1CNC(=O)Cc1c(C(=O)O)[nH]c2ccc(Cl)cc12	-7	1
COc1ccc(/C=C2/N=C(c3ccc(C)cc3)OC2=O)c(OC)c1	0	1
CC(C)N(C)C(=O)c1ccccc1N1CCC(NC(=O)c2ccc(F)cc2)CC1	1	16
CCCc1nc2cccnc2n1C1CCN(C(=O)Nc2ccccc2F)C1 (stereo not given)	-6	0
Cc1ccc(CSCC(=O)Nc2cccc([N+](=O)[O-])c2)cc1	-4	11
O=C(Cn1c(=O)oc2cc(Cl)ccc21)Nc1nccs1	-19	8
CN(C(=O)c1cn(-c2ccc(F)cc2F)c(=O)c2ccccc12)c1ccc(Cl)cc1	2	22
O=C(O)C1(O)CC(O)C(O)C(O)C1 (stereo not given)	-13	.
O=C(c1ccccc1)N1CCC(c2nc(-c3ccccc3)n[nH]2)CC1	-4	-4
CC(C)(C)C1CC=C2C(C#N)=C(N)C(C#N)(C#N)C(c3c[nH]c4ccccc34)C2C1 (stereo not given)	24	98*
N#C/C(=C\c1cn[nH]c1-c1ccccc1)S(=O)(=O)c1ccc(Cl)cc1	12	89*
Cc1cccc(OCCCC(=O)Nc2ccccc2C)c1	-13	-12
CCn1cc(/C=C2\C(=O)NC(=O)N(c3ccc(Cl)cc3)C2=O)c2ccccc21	-1	8
COc1ccccc1CC(=O)N1CCCC2(C1)Nc1ccccc1NC2=NC(C)(C)C (stereo not given)	6	59*
O=C1c2ccccc2-c2cc(Cl)nc3ccc(Cl)c1c23	-2	5
Cc1cccc(C(=O)Nc2nnc(C3CC(=O)N(c4ccccc4)C3)o2)c1 (stereo not given)	-2	-1
Cc1ccc(C2=NN(CC(=O)NCCc3ccc(Cl)cc3)C(=O)CC2)cc1	-14	29
CCN(CC)Cc1c(O)ccc2c1OC(=Cc1cc(OC)ccc1OC)C2=O	-4	21
COCCN1COc2ccc3cc(-c4ccc(OC)c(OC)c4)c(=O)oc3c2C1	-7	-6
COc1cc(C=Nc2ccc(NC(C)=O)cc2)cc(OC)c1OC	2	-1
Oc1ccc(Nc2nc(-c3ccc(Cl)cc3Cl)nc3ccccc23)cc1	-2	37
COc1cccc2cc(C(N)=O)c(=Nc3cccc(C)c3)oc12	6	5
Cc1c(N=Cc2ccc(Cl)o2)c(=O)n(-c2ccccc2)n1C	0	0
CC(C)CCNC(=O)C1(C)CCC(=O)N1CCCN1CCCC1=O (stereo not given)	2	-11
COc1ccc(NC(=O)N2CCN(C)CC2)cc1	-2	2
Cc1ccc(S(=O)(=O)c2cc3c(=O)n4ccccc4nc3n(CC3CCCO3)c2=N)cc1 (stereo not given)	2	8
CC1(C)CC(=O)C2=C(C1)N(c1ccc(S(N)(=O)=O)cc1)C(N)=C(C#N)C2c1ccccc1F (stereo not given)	8	10
COc1cc(NC(=O)c2cc(-c3ccc(Br)cc3)on2)c(OC)cc1Cl	-5	0
CCn1cnc2c1CN(CC(=O)N1CCOCC1)CC2	-15	19
CC(C)C(=O)Nc1cnc(N2CCCCCC2)nc1	2	0
Nc1nc(-c2ccccc2)c(I)c(=O)[nH]1	-5	-3
COc1ccc(NC(=O)C2C3C=CC4(CN(Cc5cccnc5)C(=O)C24)O3)c(OC)c1 (stereo not given)	-2	-2
C=CCN(C(=O)c1noc2c1CC(C)CC2)c1ccccc1 (stereo not given)	-2	1
CCN1c2ccccc2C(=O)NC12CCN(C(=O)c1ccc(F)cc1)CC2	-2	2
COc1cc(CCC(=O)NNC(=S)Nc2ccc(F)cc2)cc(OC)c1OC	-12&-9	.
O=C(C1Cc2cc(C(F)(F)F)ccc2N2CCSCC12)N1CCOCC1 (stereo not given)	-5	83*
Cc1cc(C)n2ncc(C(N)=NO)c2n1	1	.
Cn1c(=O)c2c3c(sc2n2c(SCC(N)=O)nnc12)CCCC3	-1	4
CC(=O)Nc1cccnc1-c1ccc(C(=O)Nc2cccc(C)c2)cc1	4	1
CN1C(=O)C2(CCN(C(=O)c3ccc(F)cc3)C2)c2ccccc21 (stereo not given)	-2	2
COc1ccc(C(=O)CC2(O)C(=O)Nc3ccc(Cl)cc32)c(OC)c1 (stereo not given)	3	-3
Cn1c(=O)c2c(nc(Oc3ccccc3)n2Cc2ccccc2Cl)n(C)c1=O	2	-5
CCc1ccc(OCc2nc(-c3cccnc3)no2)cc1	-10	-16
CC(C)CC(=O)Nc1c2c(nn1-c1ccc([N+](=O)[O-])cc1)CSC2	-6	7
COc1ccc(C2c3sc(=O)[nH]c3SC3C(=O)N(c4ccc(Cl)cc4)C(=O)C32)cc1 (stereo not given)	6	37
Cc1cc2nc(-c3cc(NC(=O)c4cccnc4)ccc3Cl)oc2cc1C	8	1
COc1ccccc1CC1CC(=O)N(c2ccc(I)cc2)C1=O (stereo not given)	2	-14
COc1cccc(C(=O)N2CCCCC2CCN2CCN(C)CC2)c1 (stereo not given)	-3	3
CC(C)NC(=O)Nc1nc2c(s1)CN(C(=O)c1cccn(C)c1=O)CC2	-3	-12
O=S(=O)(c1ccc(Br)c2nsnc12)N1CCOCC1	-1	2
Cc1cc(C)nc(NC(=O)c2ccc([N+](=O)[O-])cc2Cl)c1	6	10
CCCC1c2cccn2CCN1C(=O)Nc1ccc(C)cc1Cl (stereo not given)	-6	0
CCc1cccc(C)c1NC(=O)CSc1nccn1C	-6	0

19 entries from above, bar-delimited:
SMILES | Pf apPOL inh | mHTT CaM bind
COc1cc(CCC(=O)NNC(=S)Nc2ccc(F)cc2)cc(OC)c1OC | -12&-9 | .
O=C(C1Cc2cc(C(F)(F)F)ccc2N2CCSCC12)N1CCOCC1 (stereo not given) | -5 | 83*
Cc1cc(C)n2ncc(C(N)=NO)c2n1 | 1 | .
Cn1c(=O)c2c3c(sc2n2c(SCC(N)=O)nnc12)CCCC3 | -1 | 4
CC(=O)Nc1cccnc1-c1ccc(C(=O)Nc2cccc(C)c2)cc1 | 4 | 1
CN1C(=O)C2(CCN(C(=O)c3ccc(F)cc3)C2)c2ccccc21 (stereo not given) | -2 | 2
COc1ccc(C(=O)CC2(O)C(=O)Nc3ccc(Cl)cc32)c(OC)c1 (stereo not given) | 3 | -3
Cn1c(=O)c2c(nc(Oc3ccccc3)n2Cc2ccccc2Cl)n(C)c1=O | 2 | -5
CCc1ccc(OCc2nc(-c3cccnc3)no2)cc1 | -10 | -16
CC(C)CC(=O)Nc1c2c(nn1-c1ccc([N+](=O)[O-])cc1)CSC2 | -6 | 7
COc1ccc(C2c3sc(=O)[nH]c3SC3C(=O)N(c4ccc(Cl)cc4)C(=O)C32)cc1 (stereo not given) | 6 | 37
Cc1cc2nc(-c3cc(NC(=O)c4cccnc4)ccc3Cl)oc2cc1C | 8 | 1
COc1ccccc1CC1CC(=O)N(c2ccc(I)cc2)C1=O (stereo not given) | 2 | -14
COc1cccc(C(=O)N2CCCCC2CCN2CCN(C)CC2)c1 (stereo not given) | -3 | 3
CC(C)NC(=O)Nc1nc2c(s1)CN(C(=O)c1cccn(C)c1=O)CC2 | -3 | -12
O=S(=O)(c1ccc(Br)c2nsnc12)N1CCOCC1 | -1 | 2
Cc1cc(C)nc(NC(=O)c2ccc([N+](=O)[O-])cc2Cl)c1 | 6 | 10
CCCC1c2cccn2CCN1C(=O)Nc1ccc(C)cc1Cl (stereo not given) | -6 | 0
CCc1cccc(C)c1NC(=O)CSc1nccn1C | -6 | 0

Additional records follow:
SMILES	Pf apPOL inh	mHTT CaM bind
Cc1nc(-c2cccc([N+](=O)[O-])c2)cs1	2	-1
CC(C)(C)NC(=O)NC1CCN(C(=O)c2ccccc2)C1 (stereo not given)	0	0
O=C(c1ccccc1Br)N1CCc2nc(-c3ccc(Cl)cc3)ncc2C1	-2	2
COc1cc(C2CC(=O)Oc3ccc(O)cc32)cc(OC)c1OC (stereo not given)	-7	5
O=C(Nc1cccc(O)c1)C1CC(c2cccc(Br)c2)=NO1 (stereo not given)	2	8
Cc1noc(C)c1S(=O)(=O)N1CCC(c2ccncc2)CC1	-2	-7
COc1cccc(C2CC(C(F)(F)F)n3ncc(C(=O)Nc4cccnc4)c3N2)c1 (stereo not given)	-6	15
Fc1cccc(Cl)c1CN(N=Cc1cc(Br)cs1)c1ccccc1	-3	.
C/C(Nc1ccc2c(c1)OCO2)=C(/C#N)C(N)=O	-10	-9
COc1cccc(NC(=O)N(Cc2ccsc2)Cc2ccccn2)c1OC	-7	-9
CCN(CC)Cc1c(O)ccc2c1OC(=Cc1ccc(Br)cc1)C2=O	-114	58*
Cc1cccc(N=c2oc3c(C)ncc(CO)c3cc2C(=O)Nc2cccc(C)c2)c1	0	6
COc1cccc(-c2cc(C(=O)N3CCC(C)CC3)n(C)n2)c1	-6	-4
CNC(=O)CN1C(=O)/C(=C/c2ccc(C(F)(F)F)cc2)Sc2ccccc21	-35	19
CC1CC(=O)Nc2c1c(NC(=O)c1ccc(S(=O)(=O)N3CCOCC3)cc1)nn2C (stereo not given)	-6	100*
CCc1ccc(NC(=O)N2CCC3(CC2)CC(=O)c2ccccc2O3)cc1	-4	2
Cc1c(-c2noc(C(=O)N3CCC(C)CC3)n2)oc2ccccc12	0	-41
O=C(CSC1CC(=O)N(c2ccc(Br)cc2)C1=O)Nc1ccc(F)cc1 (stereo not given)	-25	-4
O=C(Cc1cccs1)N1CCCn2cc(-c3ccccc3F)nc21	-2	0
CCOc1ccccc1N1CCN(Cc2cccc([N+](=O)[O-])c2)CC1	0	10
CC(C)NC(=O)c1cc2nc3c(c(C(F)(F)F)n2n1)CCc1ccccc1-3	4	3
COc1ccc(-n2nc3c(c2NC(=O)c2cc(Cl)ccc2Cl)CS(=O)(=O)C3)cc1	-6	10
CC12CC(NC(=O)N1c1ccccc1C(F)(F)F)c1cc(Cl)ccc1O2 (stereo not given)	-2	0
NC1=NC(=O)C2(COC(c3ccc([N+](=O)[O-])cc3)OC2)S1 (stereo not given)	-5	0
O=C(Cc1csc(Nc2cccc(Cl)c2)n1)NCc1cccnc1	-9	-5
Nc1ccccc1NC(=O)CCC(=O)O	-1	-6
COc1cccc(NC(=O)c2nc(C)n(C3CCN(C(C)=O)CC3)c2C)c1	2	26
O=C(NCc1nnc2n1CCCC2)c1ccc2c(c1)OCO2	-3	-6
COc1ccc(-c2cc(C(F)(F)F)n3nc(C(=O)O)c(Cl)c3n2)cc1OC	2	83*
CCN1CCCc2cc(C(=O)N3CCC4(CC3)OCCO4)sc21	-1	9
CC1(C(=O)NCc2ccc(F)cc2)CCCN(C(=O)Nc2ccc(F)c(Cl)c2)C1 (stereo not given)	-2	16
COc1ccc(C=NC23CC4CC(CC(C4)C2)C3)cc1OC	-4	4
CC(C)c1cccc(NC(=O)Cn2ccc3sccc3c2=O)c1	0	0
O=C(c1cccc(Cl)c1)N1CCN(c2cc(-c3cccnc3)[nH]n2)CC1	-1	0
COc1ccc(NC(=O)c2ccc(N(Cc3ccc(Cl)cc3)S(C)(=O)=O)cc2)c(OC)c1	-6	2
CCN1C(=O)Cc2ccccc2C1C(=O)NCc1ccc(Br)cc1 (stereo not given)	1	3
Cc1nn(C)c(C(=O)ON=C(N)c2ccc([N+](=O)[O-])o2)c1[N+](=O)[O-]	4	.
Cc1cc(I)ccc1S(=O)(=O)Nc1ccccn1	-2	-9
Clc1ncnc2scc(C3COc4ccccc4O3)c12 (stereo not given)	-11	-11
CCC(=O)NCCc1csc(C2CCN(C(=O)Nc3cc(C)ccc3C)CC2)n1	-4	5
CCc1cc2c(=O)c(-c3nc(C)cs3)c(N)oc2c(CN2CCOCC2)c1O	-7	26
Cc1cccc(-c2nnc(C)c(N3CCCCC3)n2)c1	-3	2
COc1ccc([N+](=O)[O-])cc1N1C(=O)C2C3c4ccccc4C(C)(c4ccccc43)C2C1=O (stereo not given)	-1	4
CCOc1ccccc1C1CC(=O)Nc2n[nH]c(-c3ccccc3)c21 (stereo not given)	-1	48
O=C1OC(c2ccc3c(c2)OCO3)=N/C1=C\c1cccc([N+](=O)[O-])c1	-1	7
Cc1ccc2nc(NC(=O)c3ccc4c(c3)OCO4)sc2c1	-11	-4
COc1ccc(OCC(=O)N2CCN(c3ccc(OC)cc3)CC2)cc1	0	4
CC(C)(C)NS(=O)(=O)NC(C)(C)C	2	.
Cc1oc2ccn(C)c(=O)c2c1C(=O)NCc1ccccc1Br	-3	-6
Cc1ccc(CC(=O)N2CCC(COc3ccc(C(=O)N4CCCCC4)cc3)CC2)cc1	-3	25
O=C(O)C(Cc1ccccc1)NS(=O)(=O)c1ccccc1F (stereo not given)	4	-1
N=c1n(CC(=O)c2cccc([N+](=O)[O-])c2)c2ccccc2n1Cc1ccccc1	-4	11
O=C(NCc1cccs1)c1cc(S(=O)(=O)N2CCc3ccccc32)ccc1F	-22	-1
O=S(=O)(n1nccc1C(c1ccccc1)c1ccccc1)C(F)(F)F	-2	.
COc1cc2c(cc1OC)C(C(=O)Nc1ccc(C)c(F)c1)C(c1ccccc1F)N(C)C2=O (stereo not given)	0	33
